Compound activity (PubChem BioAssay)
HP1b binding inh: blocks HP1-beta chromodomain binding to methylated histone tails | P83916 | AlphaScreen HP1-beta / biotin-H3K9me3 peptide binding | Potency, µM (top dose mostly 114 µM), for inactives: at the top dose activity change, negative = inhibition, actives largely listed as inhibitors | 390,000 compounds, 0.56% hits; also: potency is read from the fitted curve at half-maximal effect; nearly all actives have a fitted effect of over 70% in size; inactives centre near 23
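Compound inhibition of the preformed complex between 50 nM HP1-beta and 50 nM biotinylated H3K9me3 peptide was read by AlphaScreen. Buffer was PBS pH 7.4 with 0.01% Tween-20. Incubations ran 30 min at room temperature, with 10 ug/mL donor/acceptor beads.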
G9a block: blocks human histone lysine methyltransferase G9a. Q96KQ7. G9a H3K9 monomethylation, AlphaScreen, 2 h. Potency, µM (top dose mostly 102 µM), for the others: at the highest dose activity, negative = inhibition, actives largely listed as inhibitors. 350,000 compounds, 8.8% hits. AID 504332; also: potency is read from the fitted curve at half-maximal effect; % is scaled to controls: 0 for no effect and ±100 for the full control effect; nearly all actives have a fitted effect of over 75% in size
Target sequence (Q96KQ7 913-1193 limits assumed): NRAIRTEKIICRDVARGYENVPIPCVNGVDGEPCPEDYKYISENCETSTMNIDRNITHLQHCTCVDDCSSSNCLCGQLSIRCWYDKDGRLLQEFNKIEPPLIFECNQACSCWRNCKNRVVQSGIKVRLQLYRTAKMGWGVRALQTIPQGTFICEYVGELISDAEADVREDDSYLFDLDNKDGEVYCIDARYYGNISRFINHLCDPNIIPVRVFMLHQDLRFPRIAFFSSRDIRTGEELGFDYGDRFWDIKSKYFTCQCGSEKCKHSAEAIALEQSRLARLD
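Enzyme 20 nM + cpd, 15 min RT; add b-H3K9 pep 500 nM / SAM 20 uM; 2 h RT; anti-H3K9me1 Ab 0.5 ug/mL + SA donor / anti-rabbit acceptor beads 20 ug/mL each, 10 min; AlphaScreen read.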
BAZ2B block: blocks human BAZ2B | AlphaScreen BAZ2B-H3K14Ac peptide displacement | Potency, µM (titrated, usually from 114 µM), inactives show top-dose activity change, negative = inhibition, most hits filed as inhibitors | 360,000 compounds, 4.4% hits; also: potency is read from the fitted curve at half-maximal effect; % is scaled to controls: 0 for no effect and ±100 for the full control effect; nearly all actives have a fitted effect of over 60% in size
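Protein-peptide AlphaScreen: BAZ2B 50 nM, b-H3K14Ac 50 nM, 1x PBS pH 7.4 + 0.01% Tween-20. Preincubation 30 min RT; cpd 30 min RT (top 110 uM); beads 20 min RT, light-protected.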
12-LOX inh: ALOX12 (human) lipoxygenase inhibition | Potency, µM (doses to about 108 µM), without a hit: at the top dose activity change, negative = inhibition, usual class: inhibitors | 580,000 compounds, 1.1% hits | P18054 | purified 12hLO, xylenol orange hydroperoxide absorbance; also: potency is read from the fitted curve at half-maximal effect; % is scaled to controls: 0 for no effect and ±100 for the full control effect
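Purified human 12hLO (150 nM final) in 25 mM Hepes, 0.01% Triton X-100, pH 7.0 was preincubated 15 min at room temperature with compound. Then 40 uM arachidonic acid was added, 30 min. Hydroperoxide was read by Fe-XO absorbance ratio 573/405 nm.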
GLS inh: inhibitors of human glutaminase (GLS) | O94925 | GLS enzymatic activity, qHTS titration | 410,000 compounds, 0.21% hits | Potency, µM (series often up to 45.5 µM), for the others: top-dose activity change, negative = inhibition, actives largely listed as inhibitors | AID 624170; also: potency is read from the fitted curve at half-maximal effect; % is scaled to controls: 0 for no effect and ±100 for the full control effect
Target sequence (O94925 whole entry, looked up): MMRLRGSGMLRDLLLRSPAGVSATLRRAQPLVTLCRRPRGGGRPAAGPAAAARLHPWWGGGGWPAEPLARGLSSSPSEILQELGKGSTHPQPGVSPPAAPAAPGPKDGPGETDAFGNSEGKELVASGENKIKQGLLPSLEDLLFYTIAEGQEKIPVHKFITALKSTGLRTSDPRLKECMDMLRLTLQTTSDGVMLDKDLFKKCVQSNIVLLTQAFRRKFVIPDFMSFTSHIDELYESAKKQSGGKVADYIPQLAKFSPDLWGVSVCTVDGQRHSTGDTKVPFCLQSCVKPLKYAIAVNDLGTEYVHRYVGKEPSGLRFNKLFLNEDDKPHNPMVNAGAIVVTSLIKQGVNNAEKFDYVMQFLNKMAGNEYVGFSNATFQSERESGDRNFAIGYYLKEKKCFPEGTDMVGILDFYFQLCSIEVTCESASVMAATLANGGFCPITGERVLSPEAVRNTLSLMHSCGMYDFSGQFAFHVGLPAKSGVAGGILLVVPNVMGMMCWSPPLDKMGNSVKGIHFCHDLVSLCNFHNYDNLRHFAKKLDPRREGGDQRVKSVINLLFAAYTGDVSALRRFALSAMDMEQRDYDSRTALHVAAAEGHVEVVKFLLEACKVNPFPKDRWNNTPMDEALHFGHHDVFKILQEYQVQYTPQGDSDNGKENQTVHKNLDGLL
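Enzyme dispensed in phosphate buffer (45 mM, pH 8.2, 0.02% Tween-20), compounds pinned in, then 1 mM L-glutamine solution and the glutamate oxidase–HRP–Amplex Red mix added; fluorescence read immediately and again after 30 min at room temperature.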
PI4K2A block: PI4K2A (human) kinase inhibition | activity change, negative = inhibition, % at 76.9 µM | purified PI4K2A, ADP-Glo luminescence, 1 h; hits give low values | Q9BTU6 | 420,000 compounds, 0.13% hits; in the data active = activity change below about -50%; inconclusive = mostly about -30% to -49%;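 also: -100% = wells without enzyme as full effect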
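In this quantitative HTS, ADP production by PI4K2A was quantified luminescently after 1 h at ambient temperature; 100 microM adenosine served as plate-quality control.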
RGS4 inh: inhibitors of human regulator of G protein signaling 4; P49798; Transcreener GDP fluorescence polarization, RGS4-accelerated GTP hydrolysis; Potency, µM (series often up to 114 µM), without a hit: at the highest dose activity change, negative = inhibition, most hits filed as inhibitors; 390,000 compounds, 0.039% hits; AID 504845; also: potency is read from the fitted curve at half-maximal effect; % is scaled to controls: 0 for no effect and ±100 for the full control effect; nearly all actives have a fitted effect of over 75% in size; some results filed as inactive show a strong effect at the top dose
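MLSMR compounds (23 nl, pin-transferred) preincubated 10 min at room temperature with a 500nM (2x) first reagent, then RGS4 at 900nM (2x) plus Transcreener GDP mix added; fluorescence polarization (620/688 nm) read before and after 90 min at 30 °C.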
JMJD2A Tudor: blocks the human JMJD2A Tudor domain; AlphaScreen JMJD2A-Tudor / H3K4me3 peptide binding; Potency, µM (titrated, usually from 114 µM), for inactives: at the highest dose activity change, negative = inhibition, usual class: inhibitors; 390,000 compounds, 4.4% hits; AID 504339; also: potency is read from the fitted curve at half-maximal effect; % is scaled to controls: 0 for no effect and ±100 for the full control effect; nearly all actives have a fitted effect of over 50% in size
ERG-DNA inh: inhibitors of human ERG Ets domain-DNA interaction; P11308; fluorescence polarization, His-ERG Ets domain / labelled DNA; Potency, µM (titrated, usually from 76.9 µM), for the others: at the top dose FP activity, negative = inhibition, hits mostly inhibitors; 370,000 compounds, 0.028% hits; AID 624246; active = well fitted inhibition curve with a large enough effect in the polarisation, with a control signal flat; inconclusive = small, poorly fitted or top-dose-only effect, or effect the other way, or a change in a side signal; inactive = no such curve, though single readings can be large or run the other way; the % refers to the polarisation;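 also: polarization taken with two DNA probes labelled with fluorescein and Texas red; potency is read from the fitted curve at half-maximal effect; % of control where 0% means no effect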
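His-tagged ERG Ets domain (1 uM in the protein solution; 300mM KCl, 50mM Tris-HCl, 1mM EDTA, 1mM DTT, pH 7.5) received compound, then a probe mix of 5 nM fluorescein-DNA and 100nM Texas-615-DNA. Fluorescence polarization was read for both dyes.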
The depositor's hits bear a star; ? = inconclusive; · = no result given; & = joins results of further samples; [ ] = remark or other dose. Unless noted, calls follow the shape of the dose curve; as a rule, active = well fitted curve in the direction sought with a large enough effect; inconclusive = small, poorly fitted or top-dose-only effect, or another doubt; inactive = no such curve, though single readings can be large; an effect the other way counts as inactive or inconclusive. These rows are one share of the data; count on the stated rates, not on these rows.

nr	BAZ2B block	GLS inh	HP1b binding inh	ERG-DNA inh	PI4K2A block	JMJD2A Tudor	G9a block	12-LOX inh	compound	RGS4 inh
1	21%	11%	?	13%	-4	-11%	10%	-12%	COc1ccc(CNC(=O)C(c2ccccc2F)N(C(=O)c2csnn2)C2CC2)cc1 (stereo unspecified)	6%
2	13%	18%	36%	12%	0	-25%	8%[59 µM]	0%	O=C(Nc1nn[nH]n1)c1cc(-c2ccc(Cl)c(Cl)c2Cl)nc2ccccc12	25%
3	-15%	33%	-16%	-6%	8	-25%	16µM*	9%	COc1ccc(NS(=O)(=O)c2cc(N)ccc2N2CCOCC2)cc1	-27%
4	-15%&2%	-2%&-5%	28%&66%	-7%&8%	-3&2	-1%&1%	12%[59 µM]	3%&3%	Cc1nc2scc(C)n2c(=O)c1S(=O)(=O)NCc1ccccc1Cl	14%&-15%
5	0%	1%	23%	7%	14	5%	?	-26%	COCCn1nnnc1CN(CCc1ccc(OC)c(OC)c1)Cc1cc2ccc(C)cc2[nH]c1=O	-2%
6	-3%	2%	8%	8%	-3	-17%	4%[12.7 µM]	8%	CSc1nc2ccc(S(=O)(=O)Nc3c(C)n(C)n(-c4ccccc4)c3=O)cc2s1	9%
7	5%	0%	17%	-11%	-5	-5%	·	-14%	Cc1ccc(S(=O)(=O)N2CCCC2C(=O)NCc2ccccc2F)cc1 (stereo unspecified)	26%
8	-21%	0%	25%	13%	0	-20%	?	-25%	COC(=O)C1=C(C)NC(=O)NC1c1ccc(-c2ccc(Cl)cc2)o1 (stereo unspecified)	-8%
9	1%	-7%	1%	0%	-1	-12%	-8%[59 µM]	3%	CCc1ccccc1NC(=O)Cn1c(C(=O)OC)cc2oc(C)cc21	18%
10	-3%	7%	3%	-3%	-2	-15%	-29%[59 µM]	2%	COc1ccc(C)cc1NC(=O)C(=O)NCC(c1cccnc1)N1CCc2ccccc21 (stereo unspecified)	-3%
11	-36%	0%	7%	4%	-2	-11%	8%[59 µM]	18%	Cn1cc(C(=O)C(=O)N2CCN(c3ccccc3)CC2)c2ccccc21	19%
12	-6%	5%	15%	-6%	3	-6%	-1%[59 µM]	-3%	CN1/C(=C\C(=O)COC(=O)CNC(=O)c2ccccc2F)C(C)(C)c2ccccc21	7%
13	4%	16%	20%	8%	-3	-4%	-9%[59 µM]	-12%	O=S(=O)(Nc1ncnc2c1oc1ccccc12)c1ccc(Cl)s1	6%
14	-15%	2%	28%	-11%	-6	-11%	-73%	41%	COc1cccc(CNC(=O)CCC(=O)n2ncc3cc(C)ccc32)c1OC	-18%
15	·	-2%	43%[activator]	-19%	7	-4%	·	-8%	O=C(COC(=O)COc1ccc(Cl)cc1Cl)NC1CC1	-15%
16	0%	5%	4%	0%	1	-18%	23%[59 µM]	0%	COc1ccc(C2C(C(=O)Nc3cccc(C)n3)CCC(=O)N2c2ccc(OC)cc2)cc1 (stereo unspecified)	-1%
17	-2%	5%	23%	·	0	-12%	0%	-20%	CCOC(=O)C1CCCN(c2cc(C)nc3cc(-c4ccc(F)cc4)nn23)C1 (stereo unspecified)	31%
18	8%	-6%	29%	?	3	-25%	?	164%[activator]	CCOc1ccc(/C=C/C(=O)OCC(=O)Nc2cccc(S(=O)(=O)N3CCCC3)c2)cc1	-3%
19	-8%	-1%	12%	4%	-4	-15%	?	-21%	CCN(CC)S(=O)(=O)c1cc(NC(=O)CNc2cccc(S(=O)(=O)N3CCOCC3)c2)ccc1C	?
20	-2%	3%	34%	2%	0	-7%	·	-24%	CCOC(=O)N1CCN(C(=O)CNC(=O)C23CC4CC(CC(C4)C2)C3)CC1	-12%
21	-13%	0%	9%	0%	-1	-18%	0%	5%	CCOc1ccc(C(=O)Nc2ccc(C(=O)N3CCOCC3)cc2)c(OCC)c1	-2%
22	5%	7%	33%	-1%	4	-9%	-1%	7%	COc1cccc(C2NC(=O)CCC2[N+](=O)[O-])c1 (stereo unspecified)	-7%[56.9 µM]
23	?	6%	6%	-5%	-1	-16%	·	-8%	O=[N+]([O-])c1cc([N+](=O)[O-])c(Oc2ccc(F)cc2)cc1NN1CCCCC1	-23%
24	18%	-1%	63%	-3%	-1	34%	65%[activator]	10%[57.4 µM]	CCCCn1nnnc1SCC(=O)c1cc(Cl)ccc1OC	-4%
25	-9%	5%	40%[activator]	-17%	4	-17%	-39%[59 µM]	29%	CC(=O)OC(C(=O)N1CCN(c2ccc(F)cc2)CC1)c1ccccc1 (stereo unspecified)	0%
26	-4%	2%	17%	4%	4	-10%	-32%[12.7 µM]	1%	CCCCC(=O)Nc1cccc(NC(=O)c2ccc(Br)o2)c1	31%
27	4%	0%	12%	-13%	-2	?	-9%	0%	CC(O)CNc1ncnc2cc(-c3ccc(F)cc3)sc12 (stereo unspecified)	4%
28	8%	11%	0%	-1%	3	-16%	-8%	-2%	CN(Cc1c(F)cccc1Cl)C(=O)c1ccc(NC(=O)CC2SC(N3CCCC3)=NC2=O)cc1 (stereo unspecified)	12%
29	?	26%	7%	7%	-3	?	20µM*	-22%	CC(=O)Nc1c(O)nc(SCC(=O)Nc2nnc(SCc3ccccc3)s2)[nH]c1=O	-27%
30	-2%	1%	36%	0%	2	-12%	7%[59 µM]	-19%	COc1ccccc1CCNC(=O)C(C)Sc1nc(-c2ccccc2)cc(C(F)(F)F)n1 (stereo unspecified)	-8%
31	3%	-14%	16%	10%	8	-14%	22%[12.7 µM]	61%[activator]	COc1ccc(NC(=O)c2c(NC(=O)CNCc3ccco3)sc3c2CCC3)c(OC)c1	9%
32	4%	5%	21%	5%	-6	-7%	1%	?	COc1ccc(Oc2c(C(F)(F)F)oc3cc(OCC(=O)O)ccc3c2=O)cc1	12%
33	?	-11%	-14%	0%	-19	?	8.9µM*	-26%	COc1ccc(N2C(=O)[C@@H]3[C@H](C2=O)[C@H]2c4ccccc4C=CN2[C@@H]3C(C)=O)cc1	-9%
34	-11%	5%	?	1%	2	-25%	1%[59 µM]	-3%	COc1ccc(OC)c(NC(=O)COC(=O)Cc2ccc(-c3ccccc3)cc2)c1	17%
35	14%	2%	33%	1%	2	1%	-2%	14%	O=C(c1ccc(Cl)cc1)c1nnc(-c2ccncc2)o1	-7%
36	7%	-3%	51%[activator]	-6%	-22	-3%	9%[59 µM]	-21%	CC1CCN(C(=O)CSc2c3c(nc4cc(Cl)ccc24)CCCC3)CC1	-17%
37	-1%	-1%	20%	-3%	-5	-16%	13%	0%	NC(=O)COC(=O)Cc1coc2cc3c(cc12)CCC3	-32%
38	?	0%	38%	-12%	-6	-24%	?	-20%	CC(=O)Nc1ccc(SC[C@H](C)CN2CC[C@H](C(C)(C)C)CCC2=O)cc1	-19%
39	0%	2%	26%	0%	-7	-16%	·	26%	O=C(Nc1ccc2c(c1)OCO2)c1noc2c1CCCCC2	5%
40	-11%	-13%	42%[activator]	1%	5	-7%	19%	-21%	COC1CCN(C(=O)c2ccc3oc(Cc4ccc(Cl)cc4)nc3c2)CC1	-15%[56.9 µM]
41	?	14%	-9%	33%[activator]	3	?	?	?	O=C1CSC(=S)N1/N=C/c1ccc2c(c1)OCCO2	?

9 compounds out of the list, ordered by molar mass, lowest first:
nr	BAZ2B block	GLS inh	HP1b binding inh	ERG-DNA inh	PI4K2A block	JMJD2A Tudor	G9a block	12-LOX inh	compound	RGS4 inh
27	4%	0%	12%	-13%	-2	?	-9%	0%	CC(O)CNc1ncnc2cc(-c3ccc(F)cc3)sc12 (stereo unspecified)	4%
8	-21%	0%	25%	13%	0	-20%	?	-25%	COC(=O)C1=C(C)NC(=O)NC1c1ccc(-c2ccc(Cl)cc2)o1 (stereo unspecified)	-8%
3	-15%	33%	-16%	-6%	8	-25%	16µM*	9%	COc1ccc(NS(=O)(=O)c2cc(N)ccc2N2CCOCC2)cc1	-27%
20	-2%	3%	34%	2%	0	-7%	·	-24%	CCOC(=O)N1CCN(C(=O)CNC(=O)C23CC4CC(CC(C4)C2)C3)CC1	-12%
14	-15%	2%	28%	-11%	-6	-11%	-73%	41%	COc1cccc(CNC(=O)CCC(=O)n2ncc3cc(C)ccc32)c1OC	-18%
17	-2%	5%	23%	·	0	-12%	0%	-20%	CCOC(=O)C1CCCN(c2cc(C)nc3cc(-c4ccc(F)cc4)nn23)C1 (stereo unspecified)	31%
36	7%	-3%	51%[activator]	-6%	-22	-3%	9%[59 µM]	-21%	CC1CCN(C(=O)CSc2c3c(nc4cc(Cl)ccc24)CCCC3)CC1	-17%
38	?	0%	38%	-12%	-6	-24%	?	-20%	CC(=O)Nc1ccc(SC[C@H](C)CN2CC[C@H](C(C)(C)C)CCC2=O)cc1	-19%
29	?	26%	7%	7%	-3	?	20µM*	-22%	CC(=O)Nc1c(O)nc(SCC(=O)Nc2nnc(SCc3ccccc3)s2)[nH]c1=O	-27%
